# Source: PubChem
# Growth percent in the NCI-60 one-dose screen (48 h, 10 µM unless noted): 100 = growth as untreated, 0 = no growth, -100 = all killed.
# HL-60(TB): HL-60(TB) leukemia cells; actives 9% (n = 78,000); active means growth percent below 10
# The depositor's hits bear a star; & = joins results of further samples.
SMILES,HL-60(TB)
C=C(C)[C@@H]1CC[C@]2(C)[C@H](CC[C@@H]3[C@H]4[C@@H](OC(=O)C(F)(F)F)C(C)(C)CC[C@]4(C(=O)O)CC[C@]32C)[C@@]1(C)CCC#N,59
Cc1ccc(S(=O)(=O)n2cc(C3C(Cl)C(=O)N3c3ccc(N4CCOCC4=O)cc3)c3ccccc32)cc1 (configuration not stated),22
COc1cc2nc(Cc3ccc(C)cc3)[nH]c(=O)c2cc1OC,99
COc1nccc2c(Nc3ccccc3)nc(N)nc12,144
C[C@@H]1N=C(c2csc3ccccc23)Nc2nc3ccccn3c2C1=O,69
NC(=O)c1ccc(OC(F)(F)C(F)Cl)cc1OC(F)(F)C(F)Cl (configuration not stated),127
O=C(CN1CCCCCC1)Nc1nc2ccc(NCc3ccc(Cl)cc3)cc2s1,96
CC(=O)OCC(=O)C1CCC=CC1OC(C)=O (configuration not stated),99
CNC(=O)c1ccccc1C1(O)c2ccccc2CCc2ccccc21,96
O=C(/C=C1\C=CN(CCCCO)c2ccccc21)n1ccc2ccccc21,114
C#CCOC(=O)[C@]12CC[C@@H](C(=C)C)[C@@H]1[C@H]1CC[C@@H]3[C@@](C)(CCC#N)[C@H](C(=C)C)CC[C@@]3(C)[C@]1(C)CC2,77
COc1ccc2nc(-c3ccc(Cl)cc3)cc(-c3nnc(SCC(=O)Nc4ccc(/C(C)=N\O)cc4)o3)c2c1,62
CN(C)c1ccc(-c2nc(SCC(=O)N3CCN(c4cc5c(cc4F)c(=O)c(C(=O)O)cn5C4CC4)CC3)nc(Cl)c2C#N)cc1,98
CC(N)CCCC(C)(C)O (configuration not stated),101
COc1cc(NC(=O)c2sc3nc4c(cc3c2N)C(O)CCC4)cc(OC)c1 (configuration not stated),73
C=C(/C=C/c1ccc(OC)cc1)CC(=C)/C=C/c1ccc(OC)cc1,92
COc1ccccc1Cn1c(-c2ccccc2OC)nc2ccccc21,69
N#Cc1c(Oc2ccc([N+](=O)[O-])cc2)nc2sc3cc(Cl)ccc3n2c1=N,151
CC(=O)CC(=O)c1ccccc1.[Cu+2],67
COc1ccc(-c2oc(=O)ccc2C#Cc2cc(OC)c(OC)c(OC)c2)cc1O,21
Cc1cc(NC(=O)Nc2cc(Cl)ccc2C)no1,88
C#CCOc1ccc2nc(CCl)c(Cl)c(Nc3cccc(C(F)(F)F)c3)c2c1,56
O=C1Nc2cc(Cl)ccc2/C1=C/c1cccc(OCc2ccccn2)c1,-9.8*
O=[N+]([O-])c1ccc2c(c1)Cc1ccccc1-2,87
CN(C)CCOc1ccc(NC(=O)c2cncc(C#Cc3cnc4cccnn34)c2)cc1C(F)(F)F,117
SMILES,HL-60(TB)
Cc1ccc(-n2nnc(-c3nc4ccccc4c(=O)[nH]3)c2N)cc1,104
COc1ccc(/C=C(/C)CO)cc1,105
O=C1C(Br)CCCCC1(c1ccccc1)c1ccccc1 (configuration not stated),88
COc1cc2cc(Oc3ccc(NC(=O)c4ccc(Br)c(C)c4)cc3)c(C)nc2cc1OC,80
CCNC(=O)c1ccc(Cl)cc1,101
O=C1CC(C(F)(F)F)Cc2nc3ccc(Cl)cc3cc21 (configuration not stated),92
Fc1ccc(Nc2nnc(-c3cc(F)c(F)c(F)c3)o2)cc1Cl,102
O=C(CC1c2ccccc2NC(=O)N1Cc1ccccc1)C1CC1 (configuration not stated),90
O=C1CCC(c2ccccc2)N1c1ccccc1 (configuration not stated),93
CCOC(=O)/C(=C\n1c(=O)[nH]c(=O)[nH]c1=S)C(=O)c1ccccc1,102
O=C(CC(=O)c1cccs1)c1ccncc1,109
CCOC(=O)c1cnn(CC(C)O)c1NC(=O)NCc1ccc(F)cc1 (configuration not stated),47
CC[Si](CC)(CC)c1ccccc1,98
CSc1ncc(-c2ccc3c(c2)COC3(CCCN(C)C)c2ccc(F)cc2)cn1 (configuration not stated),70
O=C(Nc1ccccc1C1=NCC(CO)O1)c1ccc(F)cc1 (configuration not stated),81
NC(=O)c1cccc[n+]1[O-],78
O=C1/C(=C/c2ccccc2)CCC/C1=C\c1ccccc1,98
O=C1C(=O)c2ccccc2C(O)=C1CC=C(Br)Br,44
CN1C(=O)N(c2ccccc2)C2N=c3s/c(=C4\C(=O)Nc5ccccc54)c(=O)n3NC21 (configuration not stated),106
COc1c(O)c2c3c(c1OC)-c1ccccc1CC3N(C)CC2 (configuration not stated),112
O=C(NC1=NN(c2ccccc2)C(=O)C1)C(=O)Nc1nc2ccccc2[nH]1,98
O=C(CSc1nc2ccc(F)cc2c(=O)n1-c1ccccc1)c1ccc(Br)cc1,97
COc1cc2nc(Nc3cccc(NC(C)=O)c3)nc(N)c2cc1OC,102
COc1ccc(NC(=O)CSc2nnc(-c3ccc(-c4nc5ccc(C)cc5[nH]4)cc3)o2)cc1OC,112
CN(Cc1cccnc1)N=O,98

# Sorted by molar mass (largest number first): part of the list above.
SMILES,HL-60(TB)
C=C(C)[C@@H]1CC[C@]2(C)[C@H](CC[C@@H]3[C@H]4[C@@H](OC(=O)C(F)(F)F)C(C)(C)CC[C@]4(C(=O)O)CC[C@]32C)[C@@]1(C)CCC#N,59
COc1ccc(NC(=O)CSc2nnc(-c3ccc(-c4nc5ccc(C)cc5[nH]4)cc3)o2)cc1OC,112
O=C(CN1CCCCCC1)Nc1nc2ccc(NCc3ccc(Cl)cc3)cc2s1,96
CSc1ncc(-c2ccc3c(c2)COC3(CCCN(C)C)c2ccc(F)cc2)cn1 (configuration not stated),70
COc1cc(NC(=O)c2sc3nc4c(cc3c2N)C(O)CCC4)cc(OC)c1 (configuration not stated),73
O=C1Nc2cc(Cl)ccc2/C1=C/c1cccc(OCc2ccccn2)c1,-9.8*
O=C(NC1=NN(c2ccccc2)C(=O)C1)C(=O)Nc1nc2ccccc2[nH]1,98
O=C1C(Br)CCCCC1(c1ccccc1)c1ccccc1 (configuration not stated),88
C=C(/C=C/c1ccc(OC)cc1)CC(=C)/C=C/c1ccc(OC)cc1,92
O=C(Nc1ccccc1C1=NCC(CO)O1)c1ccc(F)cc1 (configuration not stated),81
COc1cc2nc(Cc3ccc(C)cc3)[nH]c(=O)c2cc1OC,99
O=C1/C(=C/c2ccccc2)CCC/C1=C\c1ccccc1,98
CC(=O)OCC(=O)C1CCC=CC1OC(C)=O (configuration not stated),99
O=C(CC(=O)c1cccs1)c1ccncc1,109
COc1ccc(/C=C(/C)CO)cc1,105
CC(N)CCCC(C)(C)O (configuration not stated),101

# Next section
SMILES,HL-60(TB)
Nc1c(C(=O)NCc2ccco2)sc2nc3c(cc12)C(=O)CCC3,99
Cn1cc(-c2csc(-c3cn(C)c4ncccc34)n2)c2cc(Br)cnc21,83
OC(CN(Cc1ccccc1)CC(O)c1ccccc1)c1ccccc1 (configuration not stated),77
CC(C(=O)O)n1cc(C#N)c(=O)[nH]c1=O (configuration not stated),90&104
CCOC(=O)c1cncn1C(C)c1ccccc1 (configuration not stated),104
C/C=C/c1cc(OC)c(O)c(OC)c1,99
Cn1c(N2CCN(C(=O)c3ccc(Cl)cc3Cl)CC2)nc(-c2ccccc2)cc1=O,89
O=C(O)c1cccc2c(=O)c3ccccc3n(CC(O)CN3CCCC3)c12 (configuration not stated),88
COc1cc2nc(Sc3ncccc3C(=O)O)n(Cc3ccccc3)c(=O)c2cc1OC,87
COc1ccc(-c2ccc(-c3ccc(C(=N)N)cn3)s2)cc1,-37*
CCCOCOCCC,87
Cc1ccc(-c2csc(N)n2)cc1,112
CCC(CO)[N+](=O)[O-] (configuration not stated),98
COc1cc(-c2csc(NC(=O)c3cc(C(F)(F)F)cc(C(F)(F)F)c3)n2)cc(OC)c1OC,30
COc1cc(/C=C/c2nnc(-c3cc(-c4ccc(F)c(F)c4)n[nH]3)o2)cc(OC)c1OC,97
CCCn1c(=O)[nH]c(N)c(C(c2ccc(Cl)cc2)c2c(N)[nH]c(=O)n(CCC)c2=O)c1=O,63
c1cnc2nc3c(cc2c1)oc1ccccc13,96
CC(=O)O[C@H]1CC[C@]2(C)[C@H]3CC=C4[C@@H]5CC(C)(C)CC[C@]5(C(=O)NCCNCCNCCN)CC[C@@]4(C)[C@]3(C)CC[C@H]2C1(C)C,-43*
CSc1nc(O)c(-c2ccccc2)c(=O)[nH]1,90
CCCCCCOC(=O)N1CCN(c2ccccc2)CC1,96
O=C(C1=CNC(=S)NC1c1ccccc1)c1cc2ccccc2oc1=O (configuration not stated),101
COc1ccc2c(C)cc(SCC(=O)Nc3c(C)n[nH]c3C)nc2c1,105
NC(N)=NS(=O)(=O)c1ccc(Nc2ccc3nnc(-c4ccncc4)n3n2)cc1,95
C=C(C)[C@@H]1CC[C@]2(C(=O)OC)CC[C@]3(C)[C@H](CC[C@@H]4[C@@]5(C)C/C(=C/c6ccccn6)C(=O)C(C)(C)[C@@H]5CC[C@]43C)[C@@H]12,96
Nc1nccc2c1ccn2-c1cccc(NC(=O)c2ccc(N3CCOCC3)c(C(F)(F)F)c2)c1,-3.7*
SMILES,HL-60(TB)
N#Cc1cnn2c(-c3ccc(Cl)cc3)nc(NC3CC3)nc12,98
Cc1ccc(NC(=O)c2sc3nc(-c4cnccn4)cc(-c4cccs4)c3c2N)cc1,65
CCOC(=O)C(C)(C)CCc1ccncc1,105
c1ccc(C2=C(c3ccccc3)C(c3ccccc3)=C(c3ccccc3)C2)cc1,72
CC(C)(C)c1ccc(S(=O)(=O)Oc2ccc(NC(=O)C3CCCC3)cc2)cc1,104
C/C=C(/C[N+](=O)[O-])c1ccccc1,97
O=C1CS/C(=N\Nc2cc(=O)[nH]c3ccccc23)N1c1ccccc1,96
COc1cc2c3c(c(=O)oc2cc1OS(=O)(=O)c1ccc(C(F)(F)F)cc1)CCCCCC3,104
CCCCCCCCCCCCCCCCCCNC(=S)N/N=C/c1ccc(OC)c(OC)c1,74
COc1cc2nc(Sc3cnc(N)s3)n(-c3ccccc3)c(=O)c2cc1OC,121
CCN(CC)CCCNc1cc(OC)c(OC)c2cccnc12,29
COc1ccc(/C(C#N)=C/c2ccccn2)cc1,78&92
CCOC(=O)C1=CSC2=NC3=C(CCC/C3=C\c3ccc(OC)cc3)C(c3ccc(OC)cc3)N12 (configuration not stated),85
COc1ccc(C2CC(c3ccccc3O)=NN2c2ccc(S(N)(=O)=O)cc2)cc1OC (configuration not stated),58
C=CCCC1(CC(C)C)C(=O)NC(=S)NC1=O,72
CCOP(=O)(NCCCOC)OCC,97
COc1cc(/C=C/C(=O)c2ccc(C(F)(F)F)cc2)ccc1Oc1nc(NCCO)nc(N2CCOCC2)n1,53
O=C(C(c1ccccc1)C(O)(c1ccccc1)c1ccccc1)N1CCOCC1 (configuration not stated),89
ClC1CC2CCC1C2 (configuration not stated),100
O=C(O)CCC(/C=N/Nc1ccc([N+](=O)[O-])cc1)=N/Nc1ccc([N+](=O)[O-])cc1,110
O=c1[nH]cnc2c(-c3nc4ccccc4s3)c(Nc3ccccc3)sc12,90
CC12CCC(O1)C1C(=O)OC(=O)C12 (configuration not stated),130
CCC/C(=N\Nc1ccc([N+](=O)[O-])cc1[N+](=O)[O-])c1ccccc1,84
CC1SC(c2c(Cl)cccc2Cl)N(NC(=O)c2[nH]c3ccc(F)cc3c2-c2ccccc2)C1=O (configuration not stated),103
O=C(O)c1ccccc1[I+]c1ccccc1,105

# Reprinted at random: 2 compounds from above, in no set order.
SMILES,HL-60(TB)
COc1ccc(C2CC(c3ccccc3O)=NN2c2ccc(S(N)(=O)=O)cc2)cc1OC (configuration not stated),58
Cc1ccc(-n2nnc(-c3nc4ccccc4c(=O)[nH]3)c2N)cc1,104

# Following part:
SMILES,HL-60(TB)
COC(=O)c1cc(-c2ccccc2)n(C(=O)CSc2nc3sc(C(N)=O)c(C)c3c(=O)n2Cc2ccccc2)n1,98
CCCCNC(=O)Oc1ccc(/C(=C(/CC)Cc2ccccc2)c2ccc(OCCCN(C)C)cc2)cc1,78
C1=C\COCc2cc(ccc2OCCN2CCCC2)Nc2nccc(n2)-c2cccc(c2)COC/1,-35*
Cc1ccccc1NCc1nnc(-c2ccc(Cl)cc2)o1,97
COC(C(=O)O)(c1ccccc1)c1ccccc1,92
Cn1c(=O)c2[nH]c(SCC(=O)Nc3ccc(C(=O)/C=C/c4ccccc4)cc3)nc2n(C)c1=O,99
NCCNc1nc2scc(-c3ccccc3)c2c(=O)[nH]1,124
CC[C@]12C=CCN3CC[C@@]4(c5ccc(OC)cc5N(C)[C@H]4[C@@](O)(C(=O)OC)[C@@H]1OC(=O)CCCN1CCCCC1)[C@@H]32,86
Cc1ccc2nc(NC(=O)CSc3nc(-c4ccccc4)c(C#N)c(-n4nc(C)cc4C)n3)sc2c1,89
O=C(NCCCCCCNC(=O)C1CCCN1C(=O)OCc1ccccc1)C1CCCN1C(=O)OCc1ccccc1 (configuration not stated),103
Cn1ncc2c(N)nc(NCCO)nc21,113
COc1ccc(Nc2ncccc2/C=C/C(=O)c2cc(OC)c(OC)c(OC)c2)cc1,-42*
Cc1ccc(C)c2c1C(O)(C#Cc1ccccc1)c1ccccc1C2(O)C#Cc1ccccc1 (configuration not stated),36
O=C(CSc1nnc(-c2ccc3nc(-c4ccc(Cl)cc4)[nH]c3c2)o1)Nc1ccccc1,76
O=C1Nc2ccccc2/C1=C\c1c[nH]c2ccc(Br)cc12,73
Cc1c(C(=O)NCc2nc3ccccc3[nH]2)[nH]c2ccc(Cl)cc2c1=O,98
CC(=O)N\C(N)=N/N=C\C(C)=N/N=C(\N)NC(C)=O,106
Cc1ccc(NC(=O)C2=NCCCCN2)cc1,100
COc1ccc(-c2cnn(CC(O)CN3CCN(Cc4ccccc4)CC3)c2)cc1OC1CCCC1 (configuration not stated),105
Clc1ccc(C2=Nn3c(N/N=C/c4ccc(-c5ccccc5)cc4)nnc3SC2)cc1,98
CCCC/C(=C\c1ccc(OC)c(OC)c1)C(=O)NC(Cc1ccccc1)C(=O)C(=O)NCCc1ccc(OC)cc1 (configuration not stated),92
CC1(C)CC(=O)C2=C(C1)Nc1cc3c(cc1C2c1ccc(Cl)cc1)OCO3 (configuration not stated),92
COc1ccc2c(c1)OC1(Oc3cc(OC)ccc3C=C1C)C(C)=C2,100
Cc1ccc(S(=O)(=O)c2ccc3[nH]c(=O)nc(N)c3c2)cc1,97
C/C(=N\NC(=S)Nc1cccc(Cl)c1)c1nnn(-c2ccc([N+](=O)[O-])cc2)c1C,16
Cc1ccccc1-n1c(C)nc2cc(NC(=O)c3ccc(Cl)cc3)ccc2c1=O,65

# This is a subset; count on the stated rates, not on these rows.
